eIF4E-4G inh: eIF4E/eIF4G interaction inhibition in translation initiation; inhibition, % at 21.7 µM; hit rate 0.37% among 220,000; TR-FRET eIF4E-eIF4GI(517-606) binding, 2 h;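 active = inhibition above about 30%, limit read from the data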;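 also: 0% = full FRET control wells and 100% = background wells lacking eIF4GI fragment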
14-3-3 Bad inh: disrupts binding of bovine 14-3-3 zeta to phospho-Bad peptide. TR-FRET 14-3-3zeta/Dy647-pBad peptide displacement, 1 h. inhibition, % at 21.7 µM. hit rate 0.71% among 220,000. AID 781;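 active = inhibition above about 70%, limit read from the data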;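 also: 0% = full 14-3-3 plus peptide FRET controls and 100% = background without 14-3-3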
Rad51 HR inh: blocks human Rad51 in homologous recombination; Q06609; hit rate 0.085% among 200,000; hRad51 DNA strand exchange, fluorescence dequenching; inhibition, % at 10 µM;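 active = inhibition above 40% at the single screening dose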;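 also: 0% = DMSO control wells and 100% = blanks with heterologous ssDNA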
Target sequence (Q06609 whole entry, looked up): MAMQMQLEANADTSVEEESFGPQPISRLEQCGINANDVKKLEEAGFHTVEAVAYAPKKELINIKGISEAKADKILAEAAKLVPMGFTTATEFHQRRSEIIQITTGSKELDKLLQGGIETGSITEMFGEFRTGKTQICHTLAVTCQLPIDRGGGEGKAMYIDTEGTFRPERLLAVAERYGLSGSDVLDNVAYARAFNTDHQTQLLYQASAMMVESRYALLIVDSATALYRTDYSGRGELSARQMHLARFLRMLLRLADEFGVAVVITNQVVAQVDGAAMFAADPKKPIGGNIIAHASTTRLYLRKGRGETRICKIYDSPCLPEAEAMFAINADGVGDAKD
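Assay system: Human Rad51 nucleoprotein filaments preassembled on unlabelled ssDNA | Reagent: Donor/quencher-labelled 47-bp dsDNA substrate | Doses: One concentration, 10 µM final | Times: 37 °C 15-min filament assembly, 30-min compound preincubation, 15-min exchange | Technique: Fluorescein emission 520 nm, excitation 485 nm | Benchmarks: Plate control and blank wells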
EP2 mod: modulators of human EP2 prostaglandin E2 receptor; EP2-expressing cells, cAMP HTRF FRET, PGE2 co-stimulation; induction, % at 25 µM; hit rate 0.83% among 260,000; AID 940;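 active = compounds whose cAMP rise, as percent of the full-agonist control response, exceeds 60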;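 also: rat C6 glioma line stably carrying human EP2 under a CMV promoter; the protocol text gives 20 µM as final concentration; 100% = response of wells given 1 µM PGE2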
EP2 antag: inhibitors of human EP2 prostaglandin E2 receptor | AID 1422 | inhibition, % at 25 µM | P43116 | C6 glioma cells expressing human EP2, cAMP TR-FRET; cells stimulated with saturating PGE2 | hit rate 0.52% among 260,000;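 active = percent inhibition above 40 after rounding to a whole number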;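 also: rat C6 glioma host cells with rolipram phosphodiesterase inhibitor present; the protocol text gives 20 µM as final concentration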
Tb hexokinase: blocks Trypanosoma brucei hexokinase 1 activity; inhibition, % at 10 µM; hit rate 0.11% among 220,000; recombinant TbHK1, G6PDH-coupled NADH A340; AID 1430;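 active = inhibition of 50% or more in the single-dose primary screen; inactive = inhibition below 50%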
Calpain2 inh: blocks pig calpain II enzyme activity; purified calpain II, fluorogenic peptide substrate, 30 min; inhibition, % at 16 µM; hit rate 0.37% among 220,000; AID 1236;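 active = inhibition above about 50%, limit read from the data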
zVAD death inh: L929 zVAD cell death inhibition; L929 zVAD necroptosis rescue, ATP luminescence, 24 h; with zVAD 60 µM; viability rescue, % at 10 µM; hit rate 0.38% among 220,000;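 active = activation, scaled between plate controls, above about 75%, limit read from the data; inactive = activation under that limit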;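 also: 0% = zVAD with DMSO and 100% = DMSO alone without zVAD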
Hck-Nef inh: inhibitors of human Hck kinase activated by Nef; P08631; inhibition, % at 20 µM; hit rate 0.68% among 220,000; Recombinant Hck-YEEI plus Nef, Z-Lyte FRET kinase assay; AID 463187;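 active = Hck-Nef kinase inhibition above about 50%, limit read from the data; inactive = inhibition below that limit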;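 also: 0% = DMSO with Hck plus Nef and 100% = Hck alone without Nef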
Target sequence (P08631 whole entry, looked up): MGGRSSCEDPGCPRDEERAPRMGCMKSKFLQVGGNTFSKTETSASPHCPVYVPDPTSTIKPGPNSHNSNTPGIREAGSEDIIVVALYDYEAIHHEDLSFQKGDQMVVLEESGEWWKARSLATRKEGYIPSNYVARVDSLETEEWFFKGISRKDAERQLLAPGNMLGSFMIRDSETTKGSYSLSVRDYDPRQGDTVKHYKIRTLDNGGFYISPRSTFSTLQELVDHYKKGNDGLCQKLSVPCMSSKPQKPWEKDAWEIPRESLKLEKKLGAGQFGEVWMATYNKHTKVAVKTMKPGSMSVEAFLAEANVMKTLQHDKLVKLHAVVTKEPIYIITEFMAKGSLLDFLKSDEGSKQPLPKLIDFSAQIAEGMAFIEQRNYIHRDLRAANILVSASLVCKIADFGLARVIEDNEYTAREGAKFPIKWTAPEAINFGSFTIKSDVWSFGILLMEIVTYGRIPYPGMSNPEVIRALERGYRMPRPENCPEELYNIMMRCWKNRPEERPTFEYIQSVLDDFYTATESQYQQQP
* marks the source's active call; other numbers are inactive results; / = not tested or not shown; [ ] = another dose, or the depositor's remark. Some of the compounds tested; the hit share may differ from the screen's.

compound	eIF4E-4G inh	14-3-3 Bad inh	Rad51 HR inh	EP2 mod	EP2 antag	Tb hexokinase	Calpain2 inh	zVAD death inh	Hck-Nef inh
Cc1c(NC(=S)Nc2cccc(Cl)c2)c(=O)n(-c2ccccc2)n1C	-2	-15	10	1	2	-3	-14	1.0	22
CCOC(=O)c1ccc(NC2c3ccccc3C(=O)N2c2cccnc2)cc1 (stereo not given)	1	11	2	0	6	1	0	7.5	-5
COc1cc(C(CCN2CCCC2)c2c(OC)cc(OC)c3c(-c4ccccc4)cc(=O)oc23)cc(OC)c1OC (stereo not given)	0	-4	-8	-7	9	-14	-25	0.4	21
CCCCCCn1c(=O)c(F)cn(Cc2ccc(OC)c([N+](=O)[O-])c2)c1=O	6[fluorescence artefact?]	2	5	-6	13	-4	38	-0.2	0
COc1ccc(C(=O)N2CCC(C(=O)Nc3cccc(C)c3)CC2)cc1OC	5	-3	10	15	5	-3	10	2.2	2
CCO[C@H]1OC(C(=O)N2CCN(C)CC2)=C[C@@H](c2ccc(Br)cc2)[C@@H]1CCCO	0	0	0	0	8	-7	3	-1.0	-4
Cc1cccc(C(=O)Nc2ccccc2C(=O)NCc2cccnc2)c1	-8	-9	31	12	10	35	-12	2.5	-5
Cc1ccc(-c2cc(C(F)(F)F)n3ncc(C(=O)NCc4ccco4)c3n2)cc1	-5	14	2	5	18	-12	-146	0.2	23
CC(C)CC1NC(=O)N(CC(=O)N2c3ccccc3NC(=O)C2(C)C)C1=O (stereo not given)	0	-10	6	2	7	3	8	1.0	26
O=C(C1CC(=O)N(C2CCCC2)C1)N1CCN(c2ccc(F)cc2)CC1 (stereo not given)	/	/	6	/	7	0	/	-0.5	2
CC(C)(C)NC(=O)NC(=O)CSc1nnc(-c2ccccc2F)n1N	-12	4	-8	-19	10	-5	5	2.0	-2
Cc1cc(C(=O)COC(=O)c2ccccc2Br)c(C)n1CC1CCCO1 (stereo not given)	-13	-1	-12	-26	3	-13	7	0.7	25
Cc1ccc2nc(Cn3cc(C(F)(F)F)cc(Cl)c3=O)cc(=O)n2c1	6	-5	-3	-7	6	-22	-118	-0.9	23
COc1ccc(NS(=O)(=O)c2ccc3oc(Nc4ccc5c(c4)OCCO5)nc3c2)cc1	1	-7	4	-29	21	11	11	22	7
O=C(N/N=C/c1cccc(O)c1)NC1CCCCC1	1	-10	1	34	17	-2	14	1.6	-21
COc1ccc2[nH]c3c(=O)n(Cc4ccc(C(=O)NCC5CCCO5)cc4)c(=S)[nH]c3c2c1 (stereo not given)	18	-2	10	25	4	-17	-129	3.9	38
Cc1cccc(N/N=C/c2ccccc2O)c1	21	-7[fluorescence artefact?]	1	-30	5	-12	0	-0.4	4
CC12CC(c3ccccc3O1)N(C(=O)c1ccco1)C(=S)N2c1ccccc1 (stereo not given)	7	6	0	11	6	-7	-19	-1.8	-2
CCOc1ccc(CCNC(=O)C2CCN(c3nnc(-n4cccc4)s3)CC2)cc1OCC	-10	-14	2	-30	18	-6	-64	0.2	3
O=C(NC1CCCCCCC1)C1CCCN(S(=O)(=O)c2cnc[nH]2)C1 (stereo not given)	1	3	-2	2	13	0	-8	2.6	2
Cc1cc(C)nc(SCC(=O)N/N=C/c2cc(C)n(-c3ccccc3C)c2C)n1	1	-10	-38	18	9	-14	2	0.1	14
Cc1[nH]c2ccccc2c1C(c1ccncc1)N1CCCCC1 (stereo not given)	3	-1	3	-22	4	0	35	1.8	24
Fc1cccc(Cl)c1-c1nnc2ccc3ccccc3n12	-1	4	2	-28	10	-7	-8	-0.5	21
COc1ccc(C(=O)NCC(=O)N2CCCCC2)cc1OC	0	-3	10	11	2	-1	3	1.1	4
O=C(NCCN1C(=O)CCC1=O)c1ccncc1	-1	-5[fluorescence artefact?]	4	16	11	20	-10	0.0	0
CCN1CCN(c2ncnc3c2sc(=S)n3-c2ccccc2)CC1	-8	7	0	-12	3	-23	13	-0.2	-9
COc1ccc2oc(C(=O)NC(C)(C)C)c(C)c2c1	0	4	1	-48	11	-4	-51	1.4	-34
Cn1nnnc1SCC(=O)NC(=O)Cc1ccccc1	-1	-9	-4	15	11	-6	4	0.1	-1
CCOC(=O)CSc1nnc(-c2ccoc2C)n1-c1ccc(C)cc1	4	1	6	46	16	-1	16	0.8	-3
COC(=O)C(NC(=O)c1ccc(Cl)cc1)(Nc1nc(C)cs1)C(F)(F)F (stereo not given)	5	4	-1	10	6	3	8	0.3	1
O=C1CN(O)C=C2N=c3ccccc3=C2N1c1ccc([N+](=O)[O-])cc1	-2	0	4	-60	9	-27	58*	-0.3	9
COc1ccc2nc(Cl)c(C3CC(c4ccco4)=NN3C(=O)CCCC(=O)O)cc2c1 (stereo not given)	12	1	13	-4	10	-16	23	-0.3	-54
Cc1ccc(NC=C(S(=O)(=O)c2ccccc2)S(=O)(=O)c2ccccc2)c(C)c1	2	-4	-1	24	-6	-12	12	-0.2	-2
COc1ccc(NS(=O)(=O)c2c(C)[nH]c(=O)[nH]c2=O)c(OC)c1	1	-14	3	23	6	2	-12	-0.1	-1
CC(=O)Nc1ccc(S(=O)(=O)Nc2nc3ccccc3nc2Nc2ccc(S(N)(=O)=O)cc2)cc1	1	2	-10	10	6	-10	-35	1.7	5
N#Cc1c(N)nc(SCC(=O)NC2CCCCC2)c(C#N)c1-c1ccc(Cl)cc1	-27	0	-1	1	10	5	14	3.1	-2
Cc1cc(C)c(NS(=O)(=O)c2ccc(Cl)c(C(=O)O)c2)c(C)c1	-7	17	4	5	13	-7	-26	0.4	1
Cn1c2ccccc2c2nnc(SCc3ccc4nonc4c3)nc21	4	-2[fluorescence artefact?]	3	24	11	-3	-27	-0.2	2
CCc1ccc(OCC(=O)NCCOc2ccccc2)cc1	0	-2	-13	-46	10	-1	12	-0.1	-15
COc1cc(OC)cc(C(=O)Nn2cc(C(=O)Nc3c(F)cccc3F)c3ccccc3c2=O)c1	4	-1	31	21	8	-6	-51	0.8	-1
COc1ccc(C(=O)N2C(=S)NC(=O)/C2=C\c2ccc(C)cc2)cc1	17[fluorescence artefact?]	84*[fluorescence artefact?]	-30	-15	6	6	-36	11	24
COc1cccc(N2CCN(C(=O)c3nc4nc(C)cc(C)n4n3)CC2)c1	1	6	-2	11	6	7	23	0.5	13
CC(=O)N1CCc2cc(Br)cc(S(=O)(=O)CCC(=O)Nc3c(C)n(C)n(-c4ccccc4)c3=O)c21	-2	-19	6	25	11	-4	-24	14	19
O=C(Nc1ccc2nc(-c3ccc(Br)o3)[nH]c2c1)c1ccco1	-6	-4	-4	-39	14	-47	11	8.6	1
CCC(C)Nc1nc(Cl)nc(N(C#N)CN2C(=O)c3ccccc3S2(=O)=O)n1 (stereo not given)	4	2	-23	-18	8	-5	12	-0.5	28
COc1cccc(NC(=O)N2CCC(C(=O)Nc3ccc(C)cc3C)CC2)c1	-3	-9	-3	10	8	-4	16	0.5	0
COC(=O)c1ccccc1N1C(=O)C2C(C1=O)[C@H]1C=C[C@@H]2C1 (stereo not given in full)	5	9	-6	-1	10	44	26	-0.2	3
Clc1ccc(OCCn2cnc3ccccc32)c(Cl)c1	1	3	-2	14	7	2	28	0.4	7
COc1cc(C(=O)NCc2ccc(-c3nc4ccccc4s3)cc2)cc(OC)c1OC	-1[fluorescence artefact?]	13	8	-22	11	-5	-21	1.2	2
CCN(C(=O)CSc1cc(C)c2cccc(C)c2n1)C1CCS(=O)(=O)C1 (stereo not given)	1	-8	16	-26	3	-4	-5	1.8	20
O=C(Nc1cccc2ccccc12)NC1CCCc2ccccc21 (stereo not given)	-11	-3	8	-22	17	4	4	-1.0	5
CCc1n[nH]c(=S)n1/N=C/c1ccc(N(CC)CC)cc1	-2	-13	3	28	2	-15	-1	1.4	12
O=C(NC(=S)NCCc1ccccn1)c1ccccc1	-2	-10	17	-56	12	-2	-19	0.8	18
CCC(=O)Nc1c(C#N)c2nc3ccccc3nc2n1C1CCCCC1	/	/	-2	17	3	-4	-403	-1.1	1
O=C(NCCSc1ccccn1)c1ccc(Cl)cc1Cl	-1	-1	-5	-6	2	3	9	4.3	-7
Cc1ccc(NC(=O)c2cc(N3CCOCC3)nc3ccccc23)cc1	/	/	2	/	7	10	/	2.0	4
O=C(Nc1ccc(S(=O)(=O)Nc2nccs2)cc1)c1cc(-c2ccncc2)nc2ccccc12	6	-6	-33	-7	2	-24	-38	0.1	75*
Nc1c(C(=O)NC2CC2)c2nc3ccccc3nc2n1-c1ccc2c(c1)OCO2	-5	-4	5	-18	16	0	-43	51	7
COCCn1nnnc1CN(Cc1ccco1)Cc1cc2cc3c(cc2[nH]c1=O)OCO3	0	5	/	6	8	-19	-137	0.2	2

Compounds from the list above containing a furan ring, fused or not:
compound	eIF4E-4G inh	14-3-3 Bad inh	Rad51 HR inh	EP2 mod	EP2 antag	Tb hexokinase	Calpain2 inh	zVAD death inh	Hck-Nef inh
Cc1ccc(-c2cc(C(F)(F)F)n3ncc(C(=O)NCc4ccco4)c3n2)cc1	-5	14	2	5	18	-12	-146	0.2	23
CC12CC(c3ccccc3O1)N(C(=O)c1ccco1)C(=S)N2c1ccccc1 (stereo not given)	7	6	0	11	6	-7	-19	-1.8	-2
COc1ccc2oc(C(=O)NC(C)(C)C)c(C)c2c1	0	4	1	-48	11	-4	-51	1.4	-34
CCOC(=O)CSc1nnc(-c2ccoc2C)n1-c1ccc(C)cc1	4	1	6	46	16	-1	16	0.8	-3
COc1ccc2nc(Cl)c(C3CC(c4ccco4)=NN3C(=O)CCCC(=O)O)cc2c1 (stereo not given)	12	1	13	-4	10	-16	23	-0.3	-54
O=C(Nc1ccc2nc(-c3ccc(Br)o3)[nH]c2c1)c1ccco1	-6	-4	-4	-39	14	-47	11	8.6	1
COCCn1nnnc1CN(Cc1ccco1)Cc1cc2cc3c(cc2[nH]c1=O)OCO3	0	5	/	6	8	-19	-137	0.2	2

Compound activity as filed in PubChem BioAssay.
